High-throughput results deposited in PubChem by Sanford-Burnham Center for Chemical Genomics.
Apaf1 inhib = inhibitors of human Apaf-1 apoptosome, primary screen, biochemical, DEVD-Rh110 fluorescence, uHTS. Apoptotic protease-activating factor 1 (Homo sapiens), O14727. reconstituted apoptosome caspase-3 activity. inhibition, % at 20 µM. 330,000 tested, 0.71% active. AID 489030, 2010; active means inhibition of at least 40% at 20 µM;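 further: plate controls were DMSO wells for no effect and DEVD-CHO caspase inhibitor wells for full effect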
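System: reconstituted apoptosome with Apaf-1, cytochrome c, caspase-9, procaspase-3, dATP; Signal: Rh110 fluorescence intensity; Schedule: 30 min compound preincubation, 50 min activation, room temperature; Reagent: cytochrome c trigger plus (Z-DEVD)2-Rh110 caspase-3 substrate.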
SENP1 FRET inh = human SENP1 catalytic domain inhibitors, primary screen, biochemical, FRET, uHTS. Sentrin-specific protease 1 (Homo sapiens), Q9P0U3. recombinant SENP1 catalytic domain, CyPet-SUMO1-YPet FRET cleavage. inhibition, % at 10 µM. 360,000 tested, 0.21% active. AID 624204, 2012;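 active means inhibition at least 30% at 10 µM, raw YFP signal under a set limit, fluorescence ratio 0.5 to 1.5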;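 further: 0% = enzyme with DMSO and 100% = no enzyme wells; some results filed as inactive read as strong as hits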
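Test system: recombinant human SENP1 catalytic domain, His6-tagged / Medium: pH 8 Tris buffer with EDTA, NaCl, BME, BSA, NP40, catalase / Also added: SUMO1 FRET substrate flanked by Cypet and Ypet, 25 nM / Times: 50 min reaction at room temperature / Signal: FRET, CFP and YFP emission / Control set: no-enzyme low control and enzyme-plus-DMSO high control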
UBC13 inh = UBC13 polyubiquitin chain formation inhibitors, primary screen, biochemical, TR-FRET, uHTS; AID 485273, 2010; 330,000 tested, 0.47% active; inhibition, % at 20 µM; in the data active means inhibition above about 45%, passing the limit was not always enough
Target sequence (P61088 whole entry, looked up): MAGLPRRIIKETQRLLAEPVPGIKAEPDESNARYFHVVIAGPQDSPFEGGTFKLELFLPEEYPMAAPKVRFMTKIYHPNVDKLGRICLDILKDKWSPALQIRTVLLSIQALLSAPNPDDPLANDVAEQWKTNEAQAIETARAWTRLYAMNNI
SENP7 inh = SENP7 protease inhibitors, primary screen, biochemical, luminescence, uHTS | AID 434973, 2010 | 330,000 tested, 1.5% active | inhibition, % at 5 µM | recombinant SENP7, Z-RLRGG-aminoluciferin luminescence, 40 min;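 active means inhibition above about 50% at the single test dose, limit read from the data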;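 further: plate controls were DMSO with enzyme for no effect and no enzyme buffer wells for full effect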
SENP8 block-1 = human SENP8 protease inhibitors, primary screen, biochemical, fluorescence, Nedd8 protein substrate, uHTS; AID 602440, 2012; recombinant SENP8; Sentrin-specific protease 8 (Homo sapiens), Q96LD8; inhibition, % at 20 µM; 360,000 tested, 0.64% active; in the data active means inhibition mostly above about 40%, no sharp cut-off; inactive means mostly below about 27%
A3G deaminase = APOBEC3G DNA deaminase inhibitors, primary screen, biochemical, fluorescence, single-stranded DNA substrate, uHTS; inhibition, % at 20 µM; DNA dC->dU-editing enzyme APOBEC-3G (Homo sapiens), Q9HC16; 330,000 tested, 0.28% active; AID 493012, 2011; recombinant A3G, ssDNA deamination FAM/TAMRA fluorescence;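 active means inhibition of at least 40% at 20 µM, with no more than 30% in the related APOBEC3A deaminase screen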;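 further: plate controls were DMSO wells with A3G for no effect and wells lacking A3G enzyme for full effect; some compounds called inactive have numbers as strong as hits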
Target sequence (Q9HC16 whole entry, looked up): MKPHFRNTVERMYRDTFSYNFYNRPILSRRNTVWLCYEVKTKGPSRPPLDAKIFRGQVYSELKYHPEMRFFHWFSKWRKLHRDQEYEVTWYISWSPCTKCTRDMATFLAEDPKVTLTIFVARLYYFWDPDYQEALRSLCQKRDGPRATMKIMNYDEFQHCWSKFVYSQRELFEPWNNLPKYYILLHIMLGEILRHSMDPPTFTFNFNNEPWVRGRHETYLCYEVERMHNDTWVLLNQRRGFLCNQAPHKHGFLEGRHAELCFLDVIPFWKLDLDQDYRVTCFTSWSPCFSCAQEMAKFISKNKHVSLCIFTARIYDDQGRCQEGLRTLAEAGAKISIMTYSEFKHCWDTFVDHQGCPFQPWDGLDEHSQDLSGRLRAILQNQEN
SENP8 block-2 = SENP8 protease inhibitors, primary screen, biochemical, luminescence; Sentrin-specific protease 8 (Homo sapiens), Q96LD8; purified SENP8, Z-RLRGG-aminoluciferin cleavage; inhibition, % at 10 µM; 330,000 tested, 1.2% active; AID 2540, 2010; in the data active means inhibition above about 50%
SENP6 inh = SENP6 protease inhibitors, primary screen, biochemical, luminescence, uHTS; Sentrin-specific protease 6 (Homo sapiens), Q9GZR1; Recombinant SENP6 catalytic domain, aminoluciferin luminescence; inhibition, % at 10 µM; 330,000 tested, 1.8% active; AID 2599, 2010;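 active means inhibition above about 50% at the single tested dose, limit read from the data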;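 further: plate controls were DMSO wells with enzyme for no effect and DMSO wells lacking enzyme for full effect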
Target sequence (Q9GZR1 628-1112 limits assumed): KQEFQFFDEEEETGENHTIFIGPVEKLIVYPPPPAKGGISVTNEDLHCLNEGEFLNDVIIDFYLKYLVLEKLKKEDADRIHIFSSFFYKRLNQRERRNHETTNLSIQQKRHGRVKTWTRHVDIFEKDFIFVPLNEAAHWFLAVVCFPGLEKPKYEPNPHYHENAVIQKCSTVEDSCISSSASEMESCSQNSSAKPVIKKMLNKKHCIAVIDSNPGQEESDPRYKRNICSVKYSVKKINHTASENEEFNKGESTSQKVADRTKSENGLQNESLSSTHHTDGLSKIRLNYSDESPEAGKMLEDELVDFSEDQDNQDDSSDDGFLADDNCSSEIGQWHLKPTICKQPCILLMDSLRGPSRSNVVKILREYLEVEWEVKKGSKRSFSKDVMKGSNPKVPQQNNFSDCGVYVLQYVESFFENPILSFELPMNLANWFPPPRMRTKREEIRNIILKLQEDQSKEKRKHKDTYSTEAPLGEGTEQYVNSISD
Starred values were filed as active, the others as inactive; i = inactive; nt = not tested or not shown.

SMILES	Apaf1 inhib	SENP1 FRET inh	UBC13 inh	SENP7 inh	SENP8 block-1	A3G deaminase	SENP8 block-2	SENP6 inh
Cc1ccc(CN(C)C(=O)c2c(C)nn(-c3ccccc3)c2C)cc1	17	1	1	3	5	-8	-6	-17
O=C(NCc1ccccc1)c1ccc2c(c1)C(=O)N(CC1CCCO1)C2=O (configuration not stated)	-9	4	-8	-2	12	-9	-13	3
C#CCOCCOCCOCCNc1nc(N2CCN(C(=O)[C@H](CCCCN)n3cc(CN)nn3)CC2)nc(N2CCN(C(=O)[C@H](CCCCN)n3cc(CN)nn3)CC2)n1	44*	-2	103*	-9	25	-10	7	4
Cc1ccnc(NC(=O)c2ccccc2[N+](=O)[O-])c1	-2	2	-2	-10	29	13	-1	19
C=CCn1cc(/C=N\NC(=O)c2cc3c(ccc4ccccc43)o2)c2ccccc21	14	-19	-5	5	-483	0	0	-49
CC(=O)C1=C(O)CC(c2ccccc2)CC1=NCCc1c(C)[nH]c2ccc(C)cc12 (configuration not stated)	19	2	6	-8	2	-11	-11	-10
CCOC(=O)C1C(=O)NC(c2ccccc2)=NC1c1ccc(Cl)cc1 (configuration not stated)	5	-1	8	0	20	-4	6	4
CCS(=O)(=O)N1CCC2(CC1)OCCN2S(=O)(=O)c1ccc(OC)cc1	-3	-2	0	13	5	-7	-8	-25
O=C(Nc1nnc(-c2ccccc2)s1)c1cc(S(=O)(=O)N2CCOCC2)c(Cl)cc1Cl	4	2	-11	7	-82	-1	2	14
CC(=O)c1cccc(NC(=O)c2ccc(-c3ccccc3[N+](=O)[O-])o2)c1	10	1	-3	1	8	-5	-2	21
CCOc1ccc(-c2c(C(=O)N/N=C/c3cccnc3)nnn2-c2nonc2N)cc1	1	1	-9	10	-14	-5	-7	-3
Cc1c(C(=O)NC2CCN(Cc3ccccc3)C2)oc2c(Cl)cccc12 (configuration not stated)	19	-4	-3	-7	20	0	-6	-14
NS(=O)(=O)c1ccc(NC(=O)C2C3C=CC(C3)C2C(=O)O)cc1 (configuration not stated)	-2	3	5	3	0	3	5	10
Cn1c(=O)c2c(nc(CN3CCC(C(N)=O)CC3)n2Cc2ccccc2F)n(C)c1=O	3	-3	-9	-5	-2	-2	-16	-11
CSc1ccc(N/N=C(/C#N)S(=O)(=O)C(C)(C)C)cc1	4	2	-9	-7	8	-8	-5	0
COc1ccccc1C(=O)NC(=O)COC(=O)CCNS(=O)(=O)c1ccccc1	7	3	6	1	-5	1	16	16
c1cc2c(cc1C1=NNC(=NC3CC3)SC1)OCCO2	-10	2	-3	97*	7	-2	96*	97*
COc1ccccc1-c1noc(-c2ccccc2C(=O)NCc2ccco2)n1	-2	-1	11	7	6	-4	1	10
CCc1c(C)nc2ncnn2c1N1CCC(C(=O)NCc2ccc3c(c2)OCO3)CC1	-17	0	5	0	6	-2	-3	7
Cc1ccc(S(=O)(=O)N(Cc2nccn2C)C(C)C)cc1	2	3	-6	-1	2	-3	-4	-6
COc1ccc2cc3cc(C(=O)N4CCCCCC4)oc3nc2c1	11	1	1	87*	-376	-1	79*	77*
CCCn1c(=O)c2ccccc2n2c(SCC(N)=O)nnc12	-14	2	2	0	2	-12	4	-25
COc1ccc(NC(=O)Nc2nnc(-c3ccccc3F)s2)cc1	-8	-3	-8	-4	-14	11	-4	-21
O=C(N/N=C/c1ccncc1)c1cccc(N/N=C/c2ccncc2)c1	-13	1	-3	-1	2	-10	-13	0
CC(C)OC(=O)CSc1nnc(-c2cnccn2)n1C	-10	2	2	4	11	-4	11	12
CC(C)S(=O)(=O)c1csc(NC(=O)Nc2ccc(Cl)cc2)c1Cl	5	0	5	-1	8	-5	-5	-2
CC(Sc1nnc(Cc2ccccc2)o1)C(=O)NC1(C#N)CCCCC1 (configuration not stated)	-3	0	13	9	8	-6	2	4
O=C(NCc1ccc(N2CCCC2=O)cc1)Nc1cccc(Cl)c1	6	-1	1	10	8	8	3	-18
Cc1cc(=O)n(C)c(=O)n1CCCCCCOc1ccc([N+](=O)[O-])cc1	2	nt	-5	4	nt	-3	3	-12
CCCC(O)(CCC)C(=O)NN1CCCCC1	3	1	-5	-10	12	-6	-7	-14
Cc1ccc(-n2cc(CNCCN3CCOC3=O)c(-c3cccc(C)c3)n2)cc1	14	2	18	-4	10	-6	0	17
CC(Oc1cccnc1[N+](=O)[O-])C(=O)Nc1ccc(Cl)cn1 (configuration not stated)	3	4	-4	-3	20	2	1	6
OCCOCCn1c(C(CO)Nc2nc(-c3ccc(F)cc3)cs2)nc2ccccc21 (configuration not stated)	6	-7	5	-13	-4	-8	-15	-14
O=C(O)CSC1=NC(=Nc2ccc(Cl)cc2)C2(CCCCC2)N1c1cccc(C(=O)O)c1	-4	2	2	-2	14	13	0	-2
COCCCn1c(-c2cccs2)nc2nc3ccccc3nc21	-20	-81	24	-3	-483	-5	-10	-19
O=C(NNC(=O)c1ccc(Cl)cc1Cl)c1csc(-c2cccnc2)n1	-4	4	-2	0	18	3	-6	2
Cc1ccc(S(=O)(=O)NCC(=O)OCCOc2cccc(Cl)c2)cc1	12	1	4	4	14	-4	-3	-11
CCN(CC)S(=O)(=O)c1ccc(/C=C/C(=O)N(c2ccccn2)C2CCCCC2)cc1	7	2	-13	-10	11	-2	-9	-5
Cc1ccc2c(c1)nnn2C1CCN(S(=O)(=O)c2ccc(C(=O)N(C)C3CCCCC3)cc2)CC1	29	3	-7	-7	18	-2	-11	4
CCOC(=O)c1c(C)c[nH]c1C	-3	-3	4	-2	0	-4	4	-23
Cn1c(=O)c(-c2cc(=O)[nH][nH]2)c(O)c2ccccc21	3	-5	5	6	-99	-6	-11	25
Cc1ccccc1NC(=S)N1CCN(Cc2ccc3c(c2)OCO3)CC1	-11	-1	3	-4	21	-5	-3	-7
C=CCN1CC(c2nc3ccccc3n2Cc2ccccc2)CC1=O (configuration not stated)	8	0	5	0	8	-4	-4	-4
CN(C)c1ccc(/C=N/NC(=O)c2ccc(Cl)cc2)cc1	-12	-86	3	-6	-241	-8	-5	-1
COc1cc2c(=O)n(Cc3ccccc3)c(=O)n(CC(=O)NCCc3ccccc3)c2cc1OC	18	0	0	-9	-55	2	1	-6
COCCCNc1nc2c(c(=O)[nH]c(=O)n2C)n1CC(O)COc1cccc(C)c1 (configuration not stated)	-4	3	-3	4	24	-3	5	-6
COc1ccc(C(=O)NC(C)c2ccc(-n3ccnc3)cc2)c(OC)c1 (configuration not stated)	-1	0	6	-7	-1	-8	3	12
O=C(CNC1CCCC1)Nc1ccc(S(=O)(=O)N2CCCCC2)cc1	2	-2	-5	-8	5	-5	-9	-10
CCOC(=O)c1ccc(NS(=O)(=O)c2c(C)n(C)c(=O)n(C)c2=O)cc1	-6	1	-4	2	3	-1	3	-2
C/C=C/c1ccc(OCCOc2ccc(C=O)cc2)c(OC)c1	18	-1	-8	-10	6	-3	-2	-15
COCc1c(C#N)c(NCCc2ccc(F)cc2)nc(C)c1[N+](=O)[O-]	21	1	-9	-8	12	-6	-18	-14
COc1ccc(CN(C)C(C)C(=O)Nc2ccc(S(=O)(=O)N3CCCCC3)cc2)c(OC)c1 (configuration not stated)	16	0	6	3	15	-2	-3	11
COC(=O)Cn1cc(/C=C/c2cc[n+](C)cc2)c2ccccc21	4	-37	-56	9	-12	25	-5	24
Nc1ncc([N+](=O)[O-])cc1S(=O)(=O)c1ccccc1	-11	-1	54*	5	26	-4	3	-1
O=C(Nc1cccn(Cc2ccc(F)cc2)c1=O)NC1CCCCC1	6	-2	2	11	-257	-9	4	0
CSc1ccccc1OCc1cc(C(=O)N(C)CC2COCCO2)no1 (configuration not stated)	5	1	-4	3	6	-1	3	4
C=CCN(CC=C)C(=O)COC(=O)c1n[nH]c2ccccc12	6	2	-16	-5	36	9	-4	-21
Cc1cccc(N2CCN(C(=O)NCc3ccc(Cl)cc3)CC2)c1	8	2	1	5	10	0	1	-4
Cc1ccc(C2=Nn3c(COc4ccc(Cl)cc4)nnc3SC2CC(=O)O)cc1 (configuration not stated)	8	-2	-1	4	14	-11	1	0
O=C(O)c1cccc(Cn2c(Cl)c(/C=N/NC(=O)c3cc4ccccc4cc3O)sc2=O)c1	5	-8	4	0	-17	-1	-1	-38

Some of the entries above, set out differently:
Below each compound – Apaf1 inhib	SENP1 FRET inh	UBC13 inh	SENP7 inh	SENP8 block-1	A3G deaminase	SENP8 block-2	SENP6 inh
- C/C=C/c1ccc(OCCOc2ccc(C=O)cc2)c(OC)c1
  18	-1	-8	-10	6	-3	-2	-15
- O=C(O)c1cccc(Cn2c(Cl)c(/C=N/NC(=O)c3cc4ccccc4cc3O)sc2=O)c1
  5	-8	4	0	-17	-1	-1	-38
- COc1ccc(C(=O)NC(C)c2ccc(-n3ccnc3)cc2)c(OC)c1 (configuration not stated)
  -1	0	6	-7	-1	-8	3	12
- CSc1ccccc1OCc1cc(C(=O)N(C)CC2COCCO2)no1 (configuration not stated)
  5	1	-4	3	6	-1	3	4
- O=C(Nc1cccn(Cc2ccc(F)cc2)c1=O)NC1CCCCC1
  6	-2	2	11	-257	-9	4	0

Later entries
SMILES	Apaf1 inhib	SENP1 FRET inh	UBC13 inh	SENP7 inh	SENP8 block-1	A3G deaminase	SENP8 block-2	SENP6 inh
O=C(NC1CCCCCC1)c1ccc(-n2cnnc2)cc1	9	1	0	0	-17	0	-6	-4
O=C(C1CCCO1)N1CCN(S(=O)(=O)c2ccccc2)CC1 (configuration not stated)	-2	-2	3	-3	11	-3	0	-12
CC(C)N1CCCC(CNC(=O)CCc2nnc(CCCCc3ccccc3)o2)C1 (configuration not stated)	-6	-1	7	0	5	-9	2	-10
CC(C)c1ccc(NC(=O)COC(=O)c2nn(C)c(=O)c3ccccc23)cc1	-7	2	8	9	19	-7	10	-8
CCc1nnc(NC(=O)c2ccc(COc3ccccc3)o2)s1	1	1	1	-3	12	-5	7	-1
COc1ccc(Cc2nc(C(=O)Nc3ccc(Cl)cc3)cs2)cc1	13	2	-1	7	21	3	-5	-1
CCO[C@H]1OC(C(=O)NCc2nc3ccccc3[nH]2)=C[C@@H](c2csc3ccccc23)[C@@H]1CCCO	18	0	22	-8	13	-11	1	0
Cc1ccc(S(=O)(=O)NCCCNS(=O)(=O)c2ccccc2)cc1	5	0	-6	-1	5	-7	-5	-33
COc1ccccc1CNC(=O)CN1c2cccc3cccc(c23)S1(=O)=O	2	-2	11	3	i	-7	4	-7
C=CCn1c(NCc2ccc(OC)cc2)nc2ccccc21	-16	1	4	-10	15	-10	-11	2
FC(F)(F)c1nnc2n1N=C(c1cccs1)CS2	-1	1	-6	-3	10	-10	-20	-20
CC(C)C(=O)N1CCN(c2ccccc2NC(=S)NC(=O)/C=C/c2ccco2)CC1	11	2	-20	0	18	-6	0	13
Cc1nnc(SCC(=O)Nc2sc3c(c2C#N)CCCCC3)n1N	9	-28	-3	8	18	1	3	12
O=C(CCCN1C(=O)CCC1=O)Nc1ccc(Br)cc1F	-4	1	-1	1	17	-2	6	0
O=C(c1ccccc1[N+](=O)[O-])N1N=C(c2ccccc2)CC1(O)C(F)(F)F (configuration not stated)	5	2	-8	-8	17	-8	0	-15
